UBC9 SUMO inh: SUMOylation inhibition; HTRF SUMOylation assay, SAE1/SAE2 + UBC9, in vitro; AID 2006; inhibition, % at 35 µM; 290,000 compounds, 0.36% hits; P63279; in the data active means inhibition above about 50%, passing the limit was not always enough; further: strong numbers were not always called active
pCIP destab: p/CIP protein destabilization; F442A p/CIP-EGFP cells, EGFP fluorescence, 16 h; 290,000 compounds, 0.01% hits; decrease of EGFP signal, % at 10 µM; Q05BA5;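 active means EGFP signal decrease of at least 30% at 10 µM or well 3 SD below plate mean, unless failing retest; inactive means the rest, including hits failing retest or dose response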; further: some compounds called inactive have numbers as strong as hits; many of its hits are not listed in these tables
CRFBP-R2 block: antagonists of CRF-binding protein/CRF-R2 receptor complex; 350,000 compounds, 0.59% hits; inhibition, % at 11.8 µM; HEK293 CRF-R2/CRF-BP, CRF-induced calcium fluorescence;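 active means inhibition of the ligand-induced calcium signal above about 50% at the single tested concentration, limit read from the data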
GalR3 antag: antagonists of human GalR3; 360,000 compounds, 0.44% hits; AID 651719; inhibition, % at 3 µM; O60755; HEK293 GalR3-CNG cAMP membrane potential fluorescence; galR3 body fused to GalR1 C-terminus;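 active means inhibition above the screen-wide average plus 3 SD, cut at about 13% in these data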;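 further: forskolin and galanin both at EC90 stimulate the cells; cAMP rise reported by CNG channel membrane potential dye signal; 0% = forskolin plus galanin with DMSO and 100% = forskolin alone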
VIM-2 inhibitor: inhibitors of Pseudomonas aeruginosa VIM-2 metallo-beta-lactamase. purified VIM-2, nitrocefin hydrolysis, epi-absorbance fluorescence. inhibition, % at 5.6 µM. 290,000 compounds, 0.89% hits. AID 1527;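 active means inhibition above the mean of all tested compounds plus 3 SD, cutoff set per screening run, cut at about 7.5% in these data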;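 further: red hydrolysis product quenches plate fluorescence so inhibitors raise well fluorescence; 0% = enzyme with DMSO and 100% = DMSO without enzyme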
IDE cell activ: activators of human insulin-degrading enzyme in cells; activation, % at 5.96 µM; HEK cells, FAbeta-B cleavage, fluorescence polarization; 0% vehicle, 100% cell-free pure enzyme wells; AID 493087; P14735; 340,000 compounds, 0.073% hits;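 active means activation above the mean of all tested compounds plus 3 SD, set per screening campaign, cut at about 17% in these data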
Target sequence (P14735 whole entry, looked up): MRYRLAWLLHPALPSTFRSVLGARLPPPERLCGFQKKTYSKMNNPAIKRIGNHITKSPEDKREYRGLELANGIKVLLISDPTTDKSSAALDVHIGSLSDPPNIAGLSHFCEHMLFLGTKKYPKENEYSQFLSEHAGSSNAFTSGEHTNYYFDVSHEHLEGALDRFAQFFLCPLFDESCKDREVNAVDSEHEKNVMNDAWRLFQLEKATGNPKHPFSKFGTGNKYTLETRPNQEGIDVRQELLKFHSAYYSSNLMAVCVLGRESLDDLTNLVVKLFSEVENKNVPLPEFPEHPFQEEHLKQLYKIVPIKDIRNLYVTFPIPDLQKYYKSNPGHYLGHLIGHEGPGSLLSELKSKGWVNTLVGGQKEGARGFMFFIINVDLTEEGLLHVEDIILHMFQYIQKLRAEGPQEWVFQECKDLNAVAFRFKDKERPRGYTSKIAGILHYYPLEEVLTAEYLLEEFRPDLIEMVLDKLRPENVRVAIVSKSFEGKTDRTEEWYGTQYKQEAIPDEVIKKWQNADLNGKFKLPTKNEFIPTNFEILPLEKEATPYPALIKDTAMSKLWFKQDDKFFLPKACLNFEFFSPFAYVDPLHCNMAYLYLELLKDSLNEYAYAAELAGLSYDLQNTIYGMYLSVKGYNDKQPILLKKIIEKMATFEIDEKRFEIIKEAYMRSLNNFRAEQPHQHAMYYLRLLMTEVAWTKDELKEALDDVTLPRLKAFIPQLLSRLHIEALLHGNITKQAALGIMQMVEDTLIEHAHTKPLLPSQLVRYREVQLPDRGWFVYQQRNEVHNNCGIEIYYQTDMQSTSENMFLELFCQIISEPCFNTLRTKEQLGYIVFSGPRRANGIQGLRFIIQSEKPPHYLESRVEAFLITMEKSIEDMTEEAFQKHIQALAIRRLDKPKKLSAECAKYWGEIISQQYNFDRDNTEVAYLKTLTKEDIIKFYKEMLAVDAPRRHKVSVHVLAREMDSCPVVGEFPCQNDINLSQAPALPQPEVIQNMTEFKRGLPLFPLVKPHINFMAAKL
NS3 helicase inh: blocks Hepatitis C virus NS3 helicase unwinding; AID 1800; 290,000 compounds, 0.56% hits; inhibition, % at 10.9 µM; NS3 helicase DNA unwinding, Cy5 molecular beacon fluorescence;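 active means inhibition above the mean of all tested compounds plus 3 SD, set per campaign, cut at about 35% in these data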;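 further: 0% = DMSO wells and 100% = thioflavine S control wells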
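Measured by: Cy5 fluorescence, 0 and 60 min reads / Assay system: NS3 helicase fragment of HCV / Control set: low DMSO, high thioflavine S at 110 µM / Times: 1 h reaction at 25 °C, ATP-initiated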
IMP-1 inh: blocks Pseudomonas aeruginosa IMP-1 metallo-beta-lactamase | purified IMP-1, nitrocefin hydrolysis, epi-absorbance fluorescence | inhibition, % at 5.6 µM | 290,000 compounds, 0.45% hits | AID 1556;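 active means inhibition above the mean plus 3 SD of all compounds in the same screening run, cut at about 4.5% in these data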;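 further: 0% = IMP-1 with DMSO and 100% = DMSO wells lacking enzyme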
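System: Purified recombinant IMP-1 metallo-beta-lactamase enzyme | Measured by: Fluorescence quenching readout, ex 480/em 530 nm | Replication: Singlicate | Incubation: 15 min preincubation plus 25 min reaction at 25 °C | Evaluation: Percent inhibition from optical density relative to buffer-blank wells | Benchmarks: DMSO with and without IMP-1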
IDE cell inh: cellular human IDE inhibition | P14735 | inhibition, % at 5.59 µM | AID 434962 | HEK cells, FAbetaB cleavage, fluorescence polarization | 320,000 compounds, 0.41% hits;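 active means percent inhibition above the average of all tested compounds plus 3 SD, set per screening campaign, cut at about 16% in these data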;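 further: IDE supplied by intact live HEK cells; FP after avidin binding of uncleaved biotin substrate so inhibition keeps polarization high; 0% = DMSO wells and 100% = 60 µM reference IDE inhibitor Ii1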
Active calls of the source: *; · = no result given.

Molecule | UBC9 SUMO inh | pCIP destab | CRFBP-R2 block | GalR3 antag | VIM-2 inhibitor | IDE cell activ | NS3 helicase inh | IMP-1 inh | IDE cell inh
COC(=O)c1c(SCc2cccc3ccccc23)nc(=O)[nH]c1C | 12.9 | -13.4 | -2.7 | -3.0 | -4.5 | 6.4 | 6.7 | -4.3 | 10.5
Nc1nc(N)nc(-c2ccc(Cl)cc2)n1 | -4.7 | -7.4 | 5.8 | -4.1 | -2.7 | -0.6 | 5.4 | -3.6 | 1.6
COCCn1cnc2c1c(=O)n(CC(=O)OCC(=O)NCC(F)(F)F)c(=O)n2Cc1ccccc1 | -15.5 | -4.8 | -0.2 | -3.7 | -2.7 | 4.4 | -9.6 | -2.6 | -5.2
CC(=O)C1CCCN(C(=O)c2ccc3oc(CCc4ccccc4)nc3c2)C1 (centres undefined) | 10.9 | -26.4 | -3.1 | -0.1 | 1.4 | -2.5 | -3.2 | 0.3 | 9.8
COc1cc(C(=O)ON=C2C(C)=CC(=O)C=C2C)cc(OC)c1OC | -32.8 | -11.7 | -21.3 | -0.7 | -2.2 | 0.0 | -2.7 | -0.6 | 5.5
O=C(COC(=O)c1ccco1)Nc1ccccc1[N+](=O)[O-] | 11.5 | -2.7 | 9.8 | -4.5 | 1.8 | 1.6 | 2.3 | -2.2 | 3.2
COc1cccc(CN2CCN(C3CCOCC3)CC2CCO)c1 (centres undefined) | 13.6 | 2.1 | 5.1 | 6.0 | -1.5 | 3.8 | 0.3 | -4.5 | 1.9
CCNc1nc(NCC)nc(N2CC(=O)N(CC(=O)OCC)C2=N)n1 | · | · | 13.8 | -1.9 | -1.5 | 2.2 | 4.4 | -3.1 | 0.5
CN1CCN(NC(=O)c2c(-c3ccccc3)sc3ccccc23)CC1 | · | · | -1.2 | -5.2 | · | 3.4 | · | · | 3.3
Cc1ccccc1OCC(=O)OCC(=O)NCC1CCCO1 (centres undefined) | -5.0 | 7.7 | 8.5 | -8.1 | -1.4 | 2.5 | 12.6 | -1.3 | -1.6
CC(/C=C1\SC(=S)N(NC(=O)c2ccccc2C)C1=O)=C\c1ccccc1 | 9.0 | -17.6 | -3.6 | -3.5 | -2.2 | 7.7 | 10.4 | -2.5 | -4.4
Cc1ccc(Cl)c(NC(=O)CSc2n[nH]c(=O)n2C2CC2)c1Cl | · | · | 4.0 | -6.2 | · | 7.0 | · | · | 6.0
Cc1ccc(C)c(OC(=O)c2cccnc2Cl)c1C | -1.6 | -16.2 | 5.5 | -6.7 | 0.3 | 2.5 | 0.2 | -0.8 | 2.5
O=C(COc1ccc2ccccc2c1)NCCc1ccc2c(c1)OCCO2 | -15.2 | 5.3 | -59.7 | -2.5 | -0.3 | 7.7 | 14.9 | 0.6 | 5.2
O=S(=O)(c1ccccc1OC(F)(F)F)N1CCN(c2ccnc3cc(Cl)ccc23)CC1 | -18.5 | -1.1 | -4.0 | 0.7 | -1.8 | -19.9 | -31.9 | 0.9 | 15.0
Cc1cccnc1CCNC(=O)CCc1nnc(-c2ccccc2)o1 | 6.2 | -13.0 | -4.9 | -0.8 | -3.0 | 3.5 | 11.8 | -2.8 | 0.0
O=C(Cn1c(=O)c(=O)n(Cc2ccccc2)c2ccc(Cl)cc21)Nc1ccc(F)cc1F | 26.4 | -1.7 | -4.9 | 9.8 | -1.1 | 7.5 | 4.0 | -1.8 | 2.3
Cc1cc(C)n(CC(=O)N2c3ccccc3Sc3ccc(C(F)(F)F)cc32)n1 | -16.8 | -1.7 | -7.3 | -6.0 | -0.8 | 0.4 | -4.8 | 1.7 | -4.8
COc1ccc(C(C(=O)NC2CCCC2)N(C(=O)c2ccco2)c2cccc(C(C)=O)c2)cc1OC (centres undefined) | 6.1 | -4.1 | 4.6 | -1.7 | -2.9 | 4.0 | -5.1 | -0.5 | -3.7
Cc1ccc(CN2CC(=O)N3[C@H]4c5cc(C)ccc5OC[C@@H]4[C@H](c4ccccc4)[C@]3(C)C2=O)cc1 | · | · | -11.1 | -2.1 | · | 3.1 | · | · | 3.3
O=C1CC(Nc2ccc(N3CCOCC3)cc2)C(=O)N1CCc1ccccc1 (centres undefined) | 18.2 | -5.9 | 4.9 | -4.3 | -2.4 | 4.9 | 27.8 | -7.5 | 2.7
N#CCCN(C(=O)COC(=O)c1ccc(S(=O)(=O)N2CCCC2)cc1)c1cccc(Cl)c1 | · | · | -11.7 | -1.9 | · | 4.4 | · | · | 5.6
O=C(Nc1nnc(-c2ccccc2F)s1)C1CCCO1 (centres undefined) | 12.9 | 1.5 | 2.0 | -5.5 | -2.1 | 1.7 | 12.3 | -2.3 | -2.4
Cc1nn(-c2ccccc2)c(C)c1/C=N/NC(=O)c1cccs1 | -3.8 | -3.5 | -11.0 | -3.3 | -2.8 | -0.9 | 5.8 | -3.5 | 14.2
CC(NCCC(Cc1ccccc1)c1ccco1)c1ccccc1 (centres undefined) | -11.8 | -7.0 | 12.7 | -7.2 | -1.5 | -1.1 | -61.0 | -3.0 | 1.3
Cc1ccc(C)c(NC(=O)CN(C)C(=O)c2ccccc2OCc2ccc(Cl)cc2)c1 | · | · | 6.4 | -4.5 | · | 2.5 | · | · | -1.1
CNC(=O)CN1C(=O)NC(c2ccccc2)(c2ccccc2)C1=O | 13.9 | -5.9 | 11.5 | -1.9 | 0.8 | 4.5 | -8.3 | -2.3 | -0.6
O=C(NCC(=O)N1CCN(c2ccccc2)CC1)c1ccc(Br)o1 | -1.3 | -5.9 | -2.9 | -3.6 | -2.8 | -1.1 | 0.5 | -2.6 | 3.2
CCC(=O)N1CCc2cc(Br)cc(S(=O)(=O)N3CCN(C(=O)c4ccco4)CC3)c21 | -8.5 | -17.4 | -9.4 | -0.7 | 1.0 | 3.1 | -3.5 | -1.8 | 0.2
O=C(CNc1ccc(Cl)cc1)NNC(=S)NCc1ccccc1 | -24.4 | -1.2 | -17.7 | -1.9 | -3.3 | -8.8 | -0.1 | -1.6 | 6.4

A second format for 2 compounds above.
Each structure is followed by: UBC9 SUMO inh | pCIP destab | CRFBP-R2 block | GalR3 antag | VIM-2 inhibitor | IDE cell activ | NS3 helicase inh | IMP-1 inh | IDE cell inh
- CC(=O)C1CCCN(C(=O)c2ccc3oc(CCc4ccccc4)nc3c2)C1 (centres undefined)
  10.9 | -26.4 | -3.1 | -0.1 | 1.4 | -2.5 | -3.2 | 0.3 | 9.8
- COc1cc(C(=O)ON=C2C(C)=CC(=O)C=C2C)cc(OC)c1OC
  -32.8 | -11.7 | -21.3 | -0.7 | -2.2 | 0.0 | -2.7 | -0.6 | 5.5

(listing goes on)
Molecule | UBC9 SUMO inh | pCIP destab | CRFBP-R2 block | GalR3 antag | VIM-2 inhibitor | IDE cell activ | NS3 helicase inh | IMP-1 inh | IDE cell inh
CSc1ncccc1C(=O)N1CCCC(CCC(=O)NCc2ccc(F)c(F)c2)C1 (centres undefined) | 5.5 | -15.5 | 9.9 | -1.8 | -1.0 | 6.0 | -3.4 | -0.5 | 4.4
O=C(NC1CCCCC1)c1cc(-c2ccc(O)cc2)on1 | 11.3 | -17.1 | 1.1 | -9.3 | -3.5 | 1.8 | -1.2 | -4.0 | -1.8
CC1CCCCC1N=C1NC(C)(C)CS1 (centres undefined) | 1.7 | 17.3 | 5.1 | -6.0 | -2.2 | 6.6 | -19.1 | -3.0 | -0.6
CCN(CC)CCN1C(=O)C(=O)/C(=C(/O)c2ccc(OC)cc2)C1c1cccs1 (centres undefined) | 3.3 | -12.8 | · | · | -2.5 | · | -5.6 | -0.7 | ·
COC(=O)c1oc(-c2ccc(Cl)cc2)nc1C | -14.5 | 2.1 | -5.3 | -7.5 | -3.7 | 2.2 | 3.8 | -2.2 | -0.8
O=C(c1ccc(COc2ccccc2Br)o1)N1CCCCCC1 | 18.7 | -12.4 | 35.1 | -3.7 | -0.9 | -3.8 | -3.7 | -0.1 | 2.3
COc1ccc(-c2ccc(/C=C3\C(=O)N(c4ccccc4)N=C3c3ccccc3)o2)c([N+](=O)[O-])c1 | 2.2 | 0.8 | 8.7 | -3.2 | 0.3 | 1.3 | 3.5 | -1.7 | 1.8
O=C(CSc1nc(-c2ccccc2)cs1)N1CCc2ccccc21 | -7.3 | -4.0 | 19.1 | -4.6 | 1.4 | -0.4 | -2.6 | 0.1 | -0.7
Cc1cc(NC(=O)CCC(=O)N(Cc2cccnc2)C(C(=O)NC(C)(C)C)c2ccccc2Cl)no1 (centres undefined) | 3.7 | 2.1 | 10.6 | -6.0 | -0.3 | 1.4 | 1.8 | -2.3 | 5.5
COc1cc(NC(=S)NC(=O)c2c(OC)cccc2OC)ccc1NC(=O)c1cccs1 | -10.5 | 5.4 | -1.1 | 2.7 | -2.6 | 2.2 | -5.7 | -1.0 | 2.6
NC(=O)CC(NC(=O)Cc1ccc(Br)cc1)c1ccc(NCc2cc(F)ccc2F)c([N+](=O)[O-])c1 (centres undefined) | 32.8 | -3.9 | -2.7 | -4.2 | · | -1.4 | · | · | 3.2
Cc1cccc(C)c1NC(=O)/C(=C/c1ccco1)c1ccccc1 | 14.0 | 1.0 | 24.0 | 0.1 | -1.8 | 3.3 | -0.8 | -2.9 | 0.4
Cc1ccc(CN2CCN(/N=C/c3ccc(Cl)c([N+](=O)[O-])c3)CC2)cc1 | 2.9 | -10.1 | 7.3 | -6.5 | -2.3 | -7.3 | -13.8 | -4.2 | -2.9
Cc1cccc(Nc2nc(N)nc(CSc3nccc(C)n3)n2)c1 | 8.7 | 1.9 | -19.3 | -8.2 | -2.5 | -2.1 | 0.0 | -2.3 | 7.6
CCOC(=O)c1c(-c2ccc(OCC)cc2)csc1NC(=O)CCN1C(=O)c2ccccc2C1=O | -17.4 | -6.5 | · | · | -2.2 | · | 2.7 | -2.9 | -1.3
Cc1nc2cc(-c3ccsc3-n3c(C)ccc3C)[nH]n2c(=O)c1Cl | 40.6 | -5.4 | 31.1 | -4.0 | 1.0 | 2.7 | 23.9 | -1.8 | 10.2
Cc1ccc(-c2nn3c(C)nnc3s2)cc1NC(=O)CSc1ccc(Cl)cc1 | 0.9 | -4.3 | -21.3 | 0.5 | -1.9 | -10.4 | 2.2 | -3.1 | 10.0
CN1CCC(=O)N([C@H](CC#N)c2ccccc2)CC1 | 11.3 | -2.8 | 0.9 | -3.0 | -0.7 | 4.6 | 11.4 | 1.1 | 2.1

Sorted by value in UBC9 SUMO inh (low to high): five of the compounds above.
SMILES | UBC9 SUMO inh
O=S(=O)(c1ccccc1OC(F)(F)F)N1CCN(c2ccnc3cc(Cl)ccc23)CC1 | -18.5
CCOC(=O)c1c(-c2ccc(OCC)cc2)csc1NC(=O)CCN1C(=O)c2ccccc2C1=O | -17.4
O=C(COc1ccc2ccccc2c1)NCCc1ccc2c(c1)OCCO2 | -15.2
Cc1cc(NC(=O)CCC(=O)N(Cc2cccnc2)C(C(=O)NC(C)(C)C)c2ccccc2Cl)no1 (centres undefined) | 3.7
NC(=O)CC(NC(=O)Cc1ccc(Br)cc1)c1ccc(NCc2cc(F)ccc2F)c([N+](=O)[O-])c1 (centres undefined) | 32.8
